Source: PubChem
SRC1 TRFRET art = flags TR-FRET format artefacts in PPARgamma SRC-1 recruitment agonist screen; TR-FRET detection artefact counter-screen, emission ratio; stronger effect = higher value; 99,000 compounds, 0.34% hits; TR-FRET ratio at 8 µM; in the data active means TR-FRET ratio above about 2300; further: inactives centre near 1800; reference of the scale not given here
SRC3 TRFRET art = TR-FRET artefact, counter-screen to PPARgamma/SRC-3 agonist assay; PPARgamma/SRC-3 format; stronger effect = higher value; 99,000 compounds, 0.39% hits; AID 1048; TR-FRET ratio at 8 µM; in the data active means TR-FRET ratio above about 2000; further: inactives centre near 1600; reference of the scale not given here
* marks the source's active call; other numbers are inactive results. The list is partial; the hit share may differ from the screen's.

SMILES	SRC1 TRFRET art	SRC3 TRFRET art
Cc1cc(C)c(S(=O)(=O)c2ccccc2)c(N2CCOCC2)n1	1735	1582
O=C(CSc1nccc(=O)[nH]1)NN(c1ccccc1)c1ccccc1	1640	1471
CCCc1cc(=O)[nH]c(SCC(=O)c2cc(C)n(-c3c(C)n(C)n(-c4ccccc4)c3=O)c2C)n1	1827	1460
COCCNC(=S)N(CCc1c(C)[nH]c2ccccc12)Cc1ccco1	1797	1767
CCOC(=O)Cc1csc(NC(=O)COc2c(C)cccc2C)n1	1854	1549
O=c1c(Cc2c(F)cccc2Cl)c(O)ccn1Cc1ccc2c(c1)OCO2	1628	1434
Cc1cc(NC(=O)c2ccc([N+](=O)[O-])o2)ccc1NC(=O)c1ccco1	1849	1902
CCOC(=O)c1ccc(CN(Cc2ccc(C)cc2)S(=O)(=O)c2cccc([N+](=O)[O-])c2)cc1	1939	1650
C=CCN1CCN(C(c2cccc(OC)c2OC)c2nnnn2CCC(C)C)CC1 (stereo unspecified)	1984	1711
Cc1cccc(OCC(=O)N2CCN(C(=O)c3ccc([N+](=O)[O-])cc3)CC2)c1	1818	1556
COc1ccc(C/C(N)=N/n2cnnc2)cc1	1662	1661
O=C(COc1ccc2c(C(F)(F)F)cc(=O)oc2c1)Nc1ccc(N2CCOCC2)cc1	1862	1764
O=C(NCc1cccnc1)c1ccc(Cl)c(S(=O)(=O)Nc2ccccc2C(=O)NCc2cccnc2)c1	1804	1539
CCc1cccc2c1NC(=O)C2(O)CC(=O)c1cccs1 (stereo unspecified)	1753	1459
C=CCN1C(=O)N/C(=C/c2ccccc2OCC(=O)Nc2ccc(F)cc2)C1=O	1684	1557
CC(=O)Nc1ccc(NC(=O)c2ccccc2CCc2ccccc2)cc1	1724	1662
Cc1cc2ncn(C(=O)c3cc(-c4ccccc4)nc4ccccc34)c2cc1C	2046	1638
O=C(NC(=S)NCCC1=CCCCC1)c1ccc(Br)o1	1992	1532
COc1cc(OC)cc(C(=O)N[C@H](C(=O)NCc2ccco2)C(C)C)c1	1893	1691
Cc1ccc(C(C(=O)NCc2ccc(F)cc2)N(CCCO)C(=O)C2COc3ccccc3O2)o1 (stereo unspecified)	1556	1418
Cc1occc1C(=O)NNC(=O)c1cccc(F)c1	1624	1402
O=C(CNCCO)N1N=C(c2cccs2)CC1c1cccs1 (stereo unspecified)	1473	1505
Cn1c(SCn2nnc3ccccc3c2=O)nc2ccccc2c1=O	1761	1382
CN(C)C(=O)c1cccn1-c1ncc(C(F)(F)F)cc1Cl	1883	1584
O=C(Nc1ccc2c(c1)OCO2)C1CCN(C(=O)c2cccs2)CC1	1849	1667
Following part:
SMILES	SRC1 TRFRET art	SRC3 TRFRET art
CCCCCn1c(SCC(=O)CC(=O)OCC)nc2cc(C(=O)N3CCC(C(N)=O)CC3)ccc2c1=O	1776	1485
O=C(C[n+]1ccc(Cc2ccccc2)cc1)Nc1ccccc1	1744	1462
COc1ccccc1CNS(=O)(=O)N(C)C	2098	1874
Cc1cc(C)n(CC(=O)NC2C(=O)N3C(C(=O)O)=C(CSc4nnc(C)s4)CSC23)n1 (stereo unspecified)	1962	1305
Cc1oc(C(C)(C)C)cc1C(=O)Nc1cccc(/C=C\C(=O)O)c1	1768	1359
O=C(O)c1ccc(-n2cc(-c3cc4ccccc4oc3=O)[nH]c2=S)cc1	1617	1618
COc1cccc2cc(C(C)N(CCCN3CCOCC3)C(=S)Nc3ccc(C)c(C)c3)oc12 (stereo unspecified)	1975	1879
O=C(CSc1nnc2c(n1)[nH]c1ccccc12)Nc1ccc(S(=O)(=O)Nc2ncccn2)cc1	1978	1732
C/C(CC(=O)N1CCN(C=O)CC1)=N\NC(=O)c1ccc(Br)cc1	1940	1638
COc1ccc(OC)c(C2=NOC(C(=O)Nc3cc(C)nn3-c3ccccc3)C2)c1 (stereo unspecified)	1771	1598
O=C(COC(=O)c1cccc([N+](=O)[O-])c1)NCc1ccc2c(c1)OCO2	1563	1645
CCN=C1S/C(=C\c2ccc(-c3cccc(C(=O)O)c3)o2)C(=O)N1CC	1736	1529
Cc1ccc(C)c(OC(=O)c2cncc(Br)c2)c1	1550	1647
O=C(c1ccccc1NS(=O)(=O)c1cccc2cccnc12)N1CCOCC1	1863	1531
O=C(Nc1ccccc1)n1cc(-c2ccccn2)c(N2CCOCC2)n1	1818	1447
COc1cc(C(=O)N/N=c2/sc3ccccc3n2C)cc(OC)c1OC	1686	1477
CC(C)c1ccc(S(=O)(=O)N2CCN(CC(=O)Nc3ccc4c(c3)OCO4)CC2)cc1	1826	1557
COc1cc(SC#N)ccc1N=Cc1c(C)[nH]n(-c2ccc(C)cc2)c1=O	1802	1384
C=CCn1c(SCc2nc3cc(C(=O)OC)ccc3c(=O)[nH]2)nc2sc(CC)cc2c1=O	1554	1474
Clc1ccc(C2=NNC(=NCc3ccc4c(c3)OCO4)SC2)cc1	2161	1731
O=Cc1cn(CCC(=O)O)nc1-c1cccc(Br)c1	1906	1688
CCN(CC)C(=O)C1CCCN(Cc2nc(-c3cccs3)no2)C1 (stereo unspecified)	1713	1783
C=CCc1c(C)[nH]c2c(OC)cccc2c1=S	1852	1787
Cc1ccc(Nc2nnc(SCC3CCCCO3)s2)cc1 (stereo unspecified)	1866	1564
COC(=O)C(=C/C(C)=C/c1cccs1)C(=O)OC	1604	1524
Carrying on:
SMILES	SRC1 TRFRET art	SRC3 TRFRET art
Cc1ccc(N=Cc2c(O)[nH]c3ccccc23)c([N+](=O)[O-])c1	1866	1753
CCOC(=O)CNC(=S)n1cnc(N)n1	1686	1637
Cc1cc(C)c(C#N)c(SCc2ccc([N+](=O)[O-])cc2)n1	1829	1531
O=C(/C=C/Nc1ccc(Br)cc1F)c1ccco1	2022	1816
Cc1cccc(C)c1NC(=O)c1ccc(-n2cnnn2)cc1	1868	1675
COc1ccc(C2CC(c3ccc4ccccc4c3)=NN2C(=O)COC(=O)C2CCC(=O)N2)cc1 (stereo unspecified)	1710	1575
CCCc1nnc(NC(=S)Nc2ccccc2)s1	1704	1550
Cc1ccccc1NC(=O)Cn1c(=O)sc2ccccc21	1783	1422
COc1ccc(N(C(=O)CNS(=O)(=O)c2ccccc2)C(C(=O)NCc2ccco2)C(C)C)cc1 (stereo unspecified)	1996	1700
CC(C)N(Cc1cn[nH]c1-c1ccc(-c2ccccc2)cc1)Cc1nccn1C	1734	1674
CCOC(=O)c1c(/N=C/C2C(=O)CC(C)(C)CC2=O)sc(C)c1C	1843	1551
O=C(N/N=C\c1cc(Br)c(Br)o1)c1cncc(Br)c1	1894	1454
O=[N+]([O-])c1cc(Cc2ccccc2)cc(C=Nc2ccc(N3CCOCC3)cc2)c1O	3128*	2652*
O=[N+]([O-])c1ccc(N/N=C2/CCCCC2c2ccccn2)cc1 (stereo unspecified)	1916	1653
Cc1onc(-c2c(F)cccc2Cl)c1C(=O)NC(=S)NC1CCS(=O)(=O)C1 (stereo unspecified)	1604	1570
O=C(NCCCNc1ccc([N+](=O)[O-])cc1)C(F)(F)F	1807	1534
COc1ccc2c(C)nc(N/C(N)=N/S(=O)(=O)c3ccc(C)cc3)nc2c1	1557	1438
CCCCNC(=O)CN1C(=O)c2cccc(N)c2C1=O	1620	1398
O=C(O)CCn1cc(/C=C2\NC(=S)N(c3ccccc3)C2=O)c(-c2ccc(Br)cc2)n1	1679	1653
CN(C)c1ccc(NC(=O)CN2CCC(O)(c3ccccc3)CC2)cc1	1691	1737
CCc1ccc(C2c3[nH]c4ccccc4c3CCN2C(=O)CN2CCN(CC)CC2)cc1 (stereo unspecified)	1770	1158
COC(=O)Nc1ccc(S(=O)(=O)N2CCCC(C(=O)O)C2)cc1 (stereo unspecified)	1756	1446
CCN(CC)CC(=O)Nc1ccc(-c2nc3cc(NC(=O)CN(CC)CC)ccc3o2)cc1	1666	1480
Cc1nnc(SCc2ccc(CSc3nnc(C)c(=O)[nH]3)cc2)[nH]c1=O	1431	1529
O=c1c2ccccc2ncn1CCOCCOc1ccc([N+](=O)[O-])cc1	1832	1698
(listing goes on)
SMILES	SRC1 TRFRET art	SRC3 TRFRET art
COc1ccc(-c2cn3cccnc3n2)cc1	1675	1639
Cc1cc(=O)[nH]c(N/N=C/c2cn(CCC#N)nc2-c2ccccc2)n1	2083	1615
S=C1NC2(CCCCCC2)N=C1c1ccccc1	1871	1876
O=C(c1cc2ncc(CCCl)cn2n1)N1CCCCCC1	1682	1697
O=C(Nc1cccc(NC(=O)c2ccco2)c1)c1ccc([N+](=O)[O-])cc1	1857	1683
Cc1ccc(N=c2c([N+](=O)[O-])nn(-c3ccc4c(c3)OCCO4)n2O)cc1F	1744	1457
COc1ccc(N2CCN(c3nc(-c4cccs4)nc4ccccc34)CC2)cc1	2273	1648
C/C(=N\Nc1nc(C(=O)O)cs1)c1ccccc1	1822	1519
CC(=O)Cc1nsc(NC(=O)c2ccc(-c3ccc(F)cc3)o2)n1	1724	1633
O=C(COc1ccc(Cl)cc1)Nc1cccc(-c2ccc3nncn3n2)c1	1711	1649
CCOC(=O)c1c(C)[nH]c(C(=O)CC(=O)OC)c1C	1537	1499
CC(=O)CC1=NC(C)(C)Cc2ccccc21	1622	1551
O=C(NC(=S)Nc1ccccn1)c1ccc([N+](=O)[O-])cc1	1877	1555
CCN(CC)C(=S)Nc1ccc(Cl)c(Cl)c1	1965	1688
COC(=O)C1SCC2C(=O)N(Cc3ccccc3)CC(=O)N21 (stereo unspecified)	1785	1455
CCOc1ccc2ncc(S(=O)(=O)c3ccccc3)c(N3CCN(c4ccc(OC)cc4)CC3)c2c1	2148	1610
NC(=O)CCN1CCCCC1	1585	1412
O=C(Cn1nnc(-c2ccc3c(c2)OCO3)n1)NCc1ccccc1	1628	1774
O=C(CSc1ccccc1)Nc1nnc(COc2ccc(Cl)cc2)s1	2002	1692
CCCn1c(C)cc(C(=O)COc2ccc(S(=O)(=O)N(CC)CC)cc2[N+](=O)[O-])c1C	1886	1534
CCOC(=O)c1[nH]c(C=O)c(C(=O)OCC)c1C	1688	1531
CCOc1ccc(S(=O)(=O)n2nc(C)cc2C)c2ccccc12	1807	1595
Cc1cc(/C=N/NC(=O)c2ccc(O)cc2)c(C)n1C1CC1	1807	1659
COc1cccc(-n2c(Cn3nc(C(F)F)cc3C(F)F)n[nH]c2=S)c1	1592	1416
O=C(c1ccc2c(c1)OCO2)C1CCCN(Cc2cccn2-c2cccnc2)C1 (stereo unspecified)	1778	1600
Other results.
SMILES	SRC1 TRFRET art	SRC3 TRFRET art
CCCNS(=O)(=O)c1ccc(CCC(=O)N2CCCC2)cc1	1761	1616
Cc1cc(C(=O)CCl)c(C)n1-c1cccc(S(=O)(=O)N2CCOCC2)c1	1710	1539
C=CCn1cc([N+](=O)[O-])nc1C	1612	1525
O=C(CSc1nnc(-c2ccncc2)o1)N1CCc2ccccc2C1	1707	1606
CCOC(=O)Nc1ccc(NC(=O)c2ccccc2F)cc1	2134	1423
COc1ccc(C(CNC(=O)c2ccc(C)c(S(=O)(=O)N3CCCCC3)c2)N(C)C)cc1OC (stereo unspecified)	2123	1531
Cc1cccn2c(=O)c(C=O)c(Sc3ncccn3)nc12	1722	1540
Cc1cc(C)c(C(=O)/C=C/c2cccs2)c(=O)[nH]1	1716	1412
NNC(=O)COc1cccc(Oc2ccccc2)c1	1694	1592
CC(C)CCN1CCN(Cc2nc(-c3ccc(F)cc3)cs2)CC1CCO (stereo unspecified)	1694	1466
CCOc1ccc(N2C(=O)/C(=C/c3ccc(C)o3)N(C)C2=S)cc1	1716	1664
Cc1nnc(SCC(=O)NNC(=O)c2ccc(Cl)cc2)n1CC1CCCO1 (stereo unspecified)	1605	1437
CCOc1ccc(Cn2c3ccc(OC)cc3c3nc4ccccc4nc32)cc1OC	1800	1494
Cn1c(CN2CCOCC2)nc2cc(NC(=O)COc3ccc([N+](=O)[O-])cc3)ccc21	1846	1543
NC(=O)c1c(NC(=O)c2ccc(S(=O)(=O)N3CCOCC3)cc2)sc2c1CCCCC2	1481	1444
COc1ccc(CN(C)CC(=O)Nc2cc3oc4ccccc4c3cc2OC)c(OC)c1	1795	1514
CCn1ccnc1CN1CCCC(C(=O)c2ccc3cc(OC)ccc3c2)C1 (stereo unspecified)	1909	1511
CCc1nc2ccc(C(=O)O)cc2nc1CC	1694	1525
Cc1ccc(-c2n[nH]c(=S)n2/N=C\c2ccco2)cc1	2010	1602
CN1CCCN(C(c2ccccc2)c2ccc(Cl)cc2)CC1 (stereo unspecified)	1884	1655
N#Cc1c(NC(=O)C2CC(Cl)=CCC2C(=O)O)sc2c1CCCC2 (stereo unspecified)	1702	1484
c1ccc(-c2csc3ncnc(N4CCOCC4)c23)cc1	2208	1698

Record cards, from the list above:
CC(C)CCN1CCN(Cc2nc(-c3ccc(F)cc3)cs2)CC1CCO (stereo unspecified) is listed with SRC1 TRFRET art = 1694; SRC3 TRFRET art = 1466
CCOc1ccc(N2C(=O)/C(=C/c3ccc(C)o3)N(C)C2=S)cc1 is listed with SRC1 TRFRET art = 1716; SRC3 TRFRET art = 1664

Grouped by structure: the compounds so far containing a COOH group (10)
SMILES	SRC1 TRFRET art	SRC3 TRFRET art
Cc1cc(C)n(CC(=O)NC2C(=O)N3C(C(=O)O)=C(CSc4nnc(C)s4)CSC23)n1 (stereo unspecified)	1962	1305
Cc1oc(C(C)(C)C)cc1C(=O)Nc1cccc(/C=C\C(=O)O)c1	1768	1359
O=C(O)c1ccc(-n2cc(-c3cc4ccccc4oc3=O)[nH]c2=S)cc1	1617	1618
CCN=C1S/C(=C\c2ccc(-c3cccc(C(=O)O)c3)o2)C(=O)N1CC	1736	1529
O=Cc1cn(CCC(=O)O)nc1-c1cccc(Br)c1	1906	1688
O=C(O)CCn1cc(/C=C2\NC(=S)N(c3ccccc3)C2=O)c(-c2ccc(Br)cc2)n1	1679	1653
COC(=O)Nc1ccc(S(=O)(=O)N2CCCC(C(=O)O)C2)cc1 (stereo unspecified)	1756	1446
C/C(=N\Nc1nc(C(=O)O)cs1)c1ccccc1	1822	1519
CCc1nc2ccc(C(=O)O)cc2nc1CC	1694	1525
N#Cc1c(NC(=O)C2CC(Cl)=CCC2C(=O)O)sc2c1CCCC2 (stereo unspecified)	1702	1484
